Bioassay records from PubChem BioAssay.
Dengue-2 NS5 capping = Dengue-2 NS5 methyltransferase inhibitors, primary screen, biochemical, confirmation dose response (AID 588689); inhibition, % at 25 µM, or IC50 in µM where a hit was titrated; Dengue-2 NS5 methyltransferase capping enzyme assay, biochemical; higher % means a stronger effect; 340,000 tested, 0.3% active; in the data active = a potency from the dose series; inconclusive = inhibition above about 29% without an active follow-up result
NTR1 agonist = NTR1-driven beta-arrestin-GFP spot formation – imaging, U2OS cells, high content, primary screen (AID 493036); activation, % at 20 µM; agonist mode; P30989; 330,000 tested, 0.17% active;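 active = activation at or above 40% of the spot to cytoplasm intensity ratio, with at least 20 cells analyzed; inconclusive = wells under 20 cells, flagged as cytotoxic or low count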;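 also: 0% = DMSO without peptide and 100% = 100 nM NTR1 peptide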
Target sequence (P30989 whole entry, looked up): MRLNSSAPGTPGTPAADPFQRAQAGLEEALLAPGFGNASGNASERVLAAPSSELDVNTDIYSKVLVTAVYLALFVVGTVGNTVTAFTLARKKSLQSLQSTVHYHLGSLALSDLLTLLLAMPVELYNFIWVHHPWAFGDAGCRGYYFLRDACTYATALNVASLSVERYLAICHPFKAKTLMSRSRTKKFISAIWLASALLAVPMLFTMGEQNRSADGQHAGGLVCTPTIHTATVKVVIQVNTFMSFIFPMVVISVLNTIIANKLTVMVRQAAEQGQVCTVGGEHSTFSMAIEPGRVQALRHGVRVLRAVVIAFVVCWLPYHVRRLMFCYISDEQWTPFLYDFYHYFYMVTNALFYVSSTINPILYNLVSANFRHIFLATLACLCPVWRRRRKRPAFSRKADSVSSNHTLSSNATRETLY
Siah-1 displacement = Siah-1 peptide-binding antagonists, primary screen, biochemical, fluorescence polarization, rhodamine-plectin, uHTS (AID 1817). Siah-1 / rhodamine-plectin peptide fluorescence polarization; higher % means a stronger effect. displacement, % at 20 µM; hits with a dose series show IC50 in µM. 290,000 tested, 0.02% active;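 active = displacement of at least 50% at 20 µM, with a fluorescence ratio check between 0.3 and a set limit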;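 also: plate controls were Siah plus tracer with DMSO for no effect and tracer alone without Siah for full effect; strong numbers were not always called active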
AID2073 = inhibitors of Mint1-CaV2.2 protein interaction, biochemical, HTRF (AID 2073); HTRF protein-protein interaction, Mint1-CaV2.2; higher % means a stronger effect; inhibition, % at 20 µM, or IC50 in µM where a hit was titrated; 290,000 tested, 0.19% active; in the data active = inhibition mostly above about 51%, no sharp cut-off; inconclusive = no clear call, values can overlap the other calls; inactive = mostly below about 53%; also: some results filed as inactive read as strong as hits
West Nile antiviral = West Nile virus antiviral activity, cell-based, CPE readout (AID 1621); West Nile virus-infected cells, CPE inhibition; higher % means a stronger effect; CPE inhibition, % at 10 µM; hits with a dose series show IC50 in µM; 290,000 tested, 0.02% active; in the data active = a potency from the dose series; inconclusive = CPE inhibition mostly from about 3.7% at the one dose, without a potency; inactive = the rest, 99 in 100 with CPE inhibition below about 2.2%; also: strong numbers were not always called active
RSV antiviral HEp-2 = inhibition of RSV-induced cytopathic effect – HEp-2 cells, primary 10 µM value included (AID 2391) | HEp-2 cells, RSV-induced CPE inhibition; higher % means a stronger effect | CPE inhibition, % at 10 µM; hits with a dose series show IC50 in µM | 310,000 tested, 0.13% active; in the data active = a potency from the dose series; inconclusive = CPE inhibition mostly from about 23% at the one dose, without a potency; inactive = the rest, 99 in 100 with CPE inhibition below about 21%; also: strong numbers were not always called active
Rac1 GTP hydrolysis = MgcRacGAP GTPase-activating activity inhibitors, confirmation, biochemical, ADP Hunter fluorescence; MgcRacGAP-stimulated Rac1 GTP hydrolysis, ADP Hunter fluorescence; higher % means a stronger effect; GST-tagged Rac1 F28L mutant substrate; inhibition, % at 30 µM, or IC50 in µM where a hit was titrated; 340,000 tested, 0.6% active;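 active = first-screen hits whose inhibition reached a set limit at any dose in the follow-up dose series; inconclusive = inhibition above the set first-screen limit but never retested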;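 also: fluorescence reports GDP produced by GAP-driven GTP hydrolysis; strong numbers were not always called active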
SV40 large T antigen = TAg ATPase/helicase activity blockers – biochemical (AID 1903) | SV40 large T antigen ATPase/helicase inhibition assay; higher % means a stronger effect | one-dose inhibition, % at 20 µM; IC50 in µM for titrated hits | 310,000 tested, 0.39% active; in the data active = a potency from the dose series; inconclusive = inhibition mostly from about 32% at the one dose, without a potency; inactive = the rest, 99 in 100 with inhibition below about 32%; also: strong numbers were not always called active
UTI89 phage lysis = protection from phage-mediated lysis, alamar blue read-out – E. coli UTI89, K1F phage, bacterial capsule biogenesis inhibitors (AID 488966). E. coli UTI89 K1F phage lysis, alamar blue, 2 h; higher % means a stronger effect. inhibition, % at 100 µM, or IC50 in µM where a hit was titrated. 340,000 tested, 0.02% active;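 active = phage lysis inhibition, versus mean bacterial control, above a set limit; inconclusive = no clear call, values can overlap the other calls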;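 also: capsule biogenesis inhibitors block K1F phage lysis so surviving cells raise fluorescence; higher fluorescence means more inhibition of phage lysis; actives were called in the ten point dose series up to 300 µM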
NTR1 agonist cell count 20 µM = recorded beside NTR1 agonist, whose call it bears; cell count; measured here: cell count, cytotoxicity flag
An asterisk follows results filed as active; [ ] = another dose, or the depositor's remark. An unsorted share of the library; 1.6% or so of the library scored in one or more.

Screening O=c1c(CO)cc(CO)cc(CO)c1O returned Dengue-2 NS5 capping 2%, NTR1 agonist -0.1, Siah-1 displacement 4%, AID2073 -5%, West Nile antiviral 0.4%, RSV antiviral HEp-2 -1.0%, Rac1 GTP hydrolysis 6%, SV40 large T antigen 25%, UTI89 phage lysis 2.8% and NTR1 agonist cell count 20 µM 74.
`COc1ccc(C(=O)C2CCCN(C(=O)c3cc(C)nc(C)n3)C2)cc1OC` (stereo unspecified) gave Dengue-2 NS5 capping -12%, NTR1 agonist 0.4, Siah-1 displacement 3%, AID2073 -19%, West Nile antiviral -0.8%, RSV antiviral HEp-2 2.2%, Rac1 GTP hydrolysis 4%, SV40 large T antigen 6%, UTI89 phage lysis 0.3% and NTR1 agonist cell count 20 µM 37.
CCCc1nnc(NC(=O)C2CC(=O)N(C3CCCC3)C2)s1 (stereo unspecified) was read as Dengue-2 NS5 capping 5%, NTR1 agonist 1.3, Siah-1 displacement 4%, AID2073 -3%, West Nile antiviral -0.2%, RSV antiviral HEp-2 0.4%, Rac1 GTP hydrolysis 1%, SV40 large T antigen 6%, UTI89 phage lysis -0.3% and NTR1 agonist cell count 20 µM 54.
`COc1ccc(-c2nnc3sc(-c4ccccn4)nn23)cc1` gave NTR1 agonist 1.9, Siah-1 displacement 5%, AID2073 9%, West Nile antiviral 1.3%, RSV antiviral HEp-2 1.8% and NTR1 agonist cell count 20 µM 46.
`O=[N+]([O-])c1ccccc1S(=O)(=O)Nc1cccc(-c2ccc(N3CCCC3)nn2)c1` gave Dengue-2 NS5 capping -12%, NTR1 agonist 0.5, RSV antiviral HEp-2 5.2µM*, Rac1 GTP hydrolysis 5%, SV40 large T antigen 10%, UTI89 phage lysis 0.0%[50 µM] and NTR1 agonist cell count 20 µM 68.
CCOC(=O)N1CCN(CC(O)COC2CC(C)CCC2C(C)C)CC1 (stereo unspecified) was read as Dengue-2 NS5 capping -6%, NTR1 agonist -1.5, Siah-1 displacement -3%, AID2073 0%, West Nile antiviral 0.8%, RSV antiviral HEp-2 0.1%, Rac1 GTP hydrolysis -6%, SV40 large T antigen 19%, UTI89 phage lysis -0.2% and NTR1 agonist cell count 20 µM 60.
`O=C(c1ccco1)N1CCN(C(=O)c2ccc(COc3ccc(F)cc3)o2)CC1` gave Dengue-2 NS5 capping -6%, NTR1 agonist -1.0, Siah-1 displacement -1%, AID2073 -1%, West Nile antiviral -0.1%, RSV antiviral HEp-2 -0.5%, Rac1 GTP hydrolysis -2%, SV40 large T antigen 12%, UTI89 phage lysis -0.7% and NTR1 agonist cell count 20 µM 49.
Screening O=C(O)c1cc(S(=O)(=O)NCCN2CCNC2=O)ccc1O returned Dengue-2 NS5 capping -3%, NTR1 agonist 2.0, Siah-1 displacement -1%, AID2073 11%, West Nile antiviral 1.3%, RSV antiviral HEp-2 3.7%, Rac1 GTP hydrolysis 5%, SV40 large T antigen 10%, UTI89 phage lysis -0.1% and NTR1 agonist cell count 20 µM 81.
O=C1N/C(=N\c2ccccn2)SC1Cc1ccccc1Cl (stereo unspecified) was read as Dengue-2 NS5 capping 2%, NTR1 agonist 0.6, Siah-1 displacement -4%, AID2073 5%, West Nile antiviral 0.6%, RSV antiviral HEp-2 -1.6%, Rac1 GTP hydrolysis 2%, SV40 large T antigen 5%, UTI89 phage lysis -0.3% and NTR1 agonist cell count 20 µM 53.
Screening Cc1ccccc1-n1c(SCC(=O)NC2CCS(=O)(=O)C2)nc2ccccc2c1=O (stereo unspecified) returned Dengue-2 NS5 capping 1%, NTR1 agonist -1.6, Rac1 GTP hydrolysis 3%, UTI89 phage lysis 0.7%[50 µM] and NTR1 agonist cell count 20 µM 48.
`Cc1ccc2c(COC(=O)C3CSC4(C)CCC(=O)N34)cc(=O)oc2c1C` (stereo unspecified) gave Dengue-2 NS5 capping -6%, NTR1 agonist -0.7, Rac1 GTP hydrolysis 5%, UTI89 phage lysis 0.4%[50 µM] and NTR1 agonist cell count 20 µM 53.
`O=C(Cc1csc(NC(=O)Nc2ccc(Cl)cc2)n1)NC1CCCC1` gave Dengue-2 NS5 capping -4%, NTR1 agonist 4.5, RSV antiviral HEp-2 12%, Rac1 GTP hydrolysis 3%, SV40 large T antigen 8%, UTI89 phage lysis 0.6%[50 µM] and NTR1 agonist cell count 20 µM 58.
Screening O=C(NC(NC(=S)Nc1c(Cl)cccc1Cl)C(Cl)(Cl)Cl)c1cccc([N+](=O)[O-])c1 (stereo unspecified) returned Dengue-2 NS5 capping 1%, NTR1 agonist 9.4, Siah-1 displacement 0%, AID2073 -3%, West Nile antiviral -1.5%, RSV antiviral HEp-2 16%, Rac1 GTP hydrolysis 3%, SV40 large T antigen 19%, UTI89 phage lysis -0.2% and NTR1 agonist cell count 20 µM 76.
Screening COc1ccc(C(O)(C2CCCCC2)C(CN2CCOCC2)c2ccccc2)cc1 (stereo unspecified) returned Dengue-2 NS5 capping -2%, NTR1 agonist 25, Siah-1 displacement -3%, AID2073 15%, West Nile antiviral -0.7%, RSV antiviral HEp-2 15%, Rac1 GTP hydrolysis 12%, SV40 large T antigen 3%, UTI89 phage lysis 0.4% and NTR1 agonist cell count 20 µM 96.
O=C(CC(Cc1ccccc1)c1ccco1)NCc1ccco1 (stereo unspecified) was read as Dengue-2 NS5 capping 2%, NTR1 agonist -0.5, Siah-1 displacement 14%, AID2073 8%, West Nile antiviral -1.0%, RSV antiviral HEp-2 0.7%, Rac1 GTP hydrolysis 8%, SV40 large T antigen 8%, UTI89 phage lysis -0.4% and NTR1 agonist cell count 20 µM 57.
`CCC(=O)Nc1ccccc1C(=O)N1CCN(Cc2ccccc2)CC1` gave NTR1 agonist -0.1, Siah-1 displacement 4%, AID2073 3%, West Nile antiviral -0.2%, RSV antiviral HEp-2 0.1%, Rac1 GTP hydrolysis 7%, SV40 large T antigen 16%, UTI89 phage lysis 1.6% and NTR1 agonist cell count 20 µM 52.
Screening Cn1c(=O)c2c(nc(CN3CCN(c4ccccc4F)CC3)n2CCCc2ccccc2)n(C)c1=O returned Dengue-2 NS5 capping 3%, NTR1 agonist 14, West Nile antiviral -0.2%, RSV antiviral HEp-2 12%, Rac1 GTP hydrolysis 5%, UTI89 phage lysis 0.0% and NTR1 agonist cell count 20 µM 39.
`COc1ccc(NC(=O)CSCC(=O)N(C)CCOc2ccc(Cl)cc2)cc1` gave Dengue-2 NS5 capping -1%, NTR1 agonist 0.1, RSV antiviral HEp-2 -0.3%, Rac1 GTP hydrolysis 3%, SV40 large T antigen 5%, UTI89 phage lysis 2.5%[50 µM] and NTR1 agonist cell count 20 µM 63.
Screening COc1ccc2nc(C)cc(SCC(=O)N/N=C/c3ccc(O)c(O)c3)c2c1 returned Dengue-2 NS5 capping 20%, NTR1 agonist 0.3, Siah-1 displacement 34%, AID2073 11%, West Nile antiviral -0.7%, RSV antiviral HEp-2 -0.3%, Rac1 GTP hydrolysis 24µM*, SV40 large T antigen inconclusive, UTI89 phage lysis 0.5% and NTR1 agonist cell count 20 µM 47.
For CC1CC(C)(C)NCCNC(C)CC(C)(C)NCCN1 (stereo unspecified) the results were Dengue-2 NS5 capping -4%, NTR1 agonist -0.1, Siah-1 displacement 6%, AID2073 14%, West Nile antiviral -0.2%, RSV antiviral HEp-2 1.7%, Rac1 GTP hydrolysis 6%, SV40 large T antigen 5%, UTI89 phage lysis -0.1% and NTR1 agonist cell count 20 µM 61.
Screening O=C(CSc1nnc(-c2ccc(F)cc2)c2ccccc12)Nc1ccccc1 returned Dengue-2 NS5 capping -4%, NTR1 agonist 1.2, Siah-1 displacement -6%, AID2073 18%, West Nile antiviral -0.1%, RSV antiviral HEp-2 1.6%, Rac1 GTP hydrolysis 0%, SV40 large T antigen -8%, UTI89 phage lysis 4.5% and NTR1 agonist cell count 20 µM 50.
COC(=O)c1cc2sc(Cl)cc2n1CC(=O)Nc1ccc(OC)c(OC)c1OC was read as Dengue-2 NS5 capping -10%, NTR1 agonist 2.0, Siah-1 displacement 2%, AID2073 8%, West Nile antiviral -0.4%, RSV antiviral HEp-2 0.1%, Rac1 GTP hydrolysis 0%, SV40 large T antigen -4%, UTI89 phage lysis 3.3% and NTR1 agonist cell count 20 µM 49.
For Cc1ccc(N(CC(=O)NCC2CCCO2)S(C)(=O)=O)cc1Cl (stereo unspecified) the results were Dengue-2 NS5 capping -2%, NTR1 agonist -1.3, Siah-1 displacement -1%, AID2073 -11%, West Nile antiviral -0.6%, RSV antiviral HEp-2 -0.3%, Rac1 GTP hydrolysis 14%, SV40 large T antigen 16%, UTI89 phage lysis 0.7% and NTR1 agonist cell count 20 µM 58.
Cc1nn(Cc2ccccc2)c(C)c1C(=O)N1CCN(CC(=O)Nc2ccc(F)cc2)CC1 was read as Dengue-2 NS5 capping -5%, NTR1 agonist 2.3, RSV antiviral HEp-2 0.1%, Rac1 GTP hydrolysis 1%, UTI89 phage lysis 0.7%[50 µM] and NTR1 agonist cell count 20 µM 82.
For Cc1cc(OCc2cccc(S(=O)(=O)N3CCOCC3)c2)ccc1Cl the results were Dengue-2 NS5 capping 4%, NTR1 agonist 8.9, RSV antiviral HEp-2 16%, Rac1 GTP hydrolysis -3%, UTI89 phage lysis -1.0% and NTR1 agonist cell count 20 µM 59.
`Cc1ccc(S(=O)(=O)N2CCCCC2)cc1NC(=O)CSc1ncn[nH]1` gave Dengue-2 NS5 capping -10%, NTR1 agonist -0.1, Siah-1 displacement -4%, AID2073 -20%, West Nile antiviral 1.6%, RSV antiviral HEp-2 0.1%, Rac1 GTP hydrolysis 1%, SV40 large T antigen 3%, UTI89 phage lysis -0.4% and NTR1 agonist cell count 20 µM 40.
`CCCN1C2CCCC1CC(NC(=O)c1ccccc1Br)C2` (stereo unspecified) gave Dengue-2 NS5 capping 0%, NTR1 agonist 0.4, Siah-1 displacement -2%, AID2073 10%, West Nile antiviral 1.2%, RSV antiviral HEp-2 4.0%, Rac1 GTP hydrolysis 10%, SV40 large T antigen 10%, UTI89 phage lysis -0.1% and NTR1 agonist cell count 20 µM 71.
`Cc1cc(C)c(S(=O)(=O)NCC(c2ccc3c(c2)OCO3)N2CCOCC2)c(C)c1` (stereo unspecified) gave Dengue-2 NS5 capping 0%, NTR1 agonist 0.5, RSV antiviral HEp-2 1.0%, Rac1 GTP hydrolysis 4%, SV40 large T antigen 20%, UTI89 phage lysis -0.8% and NTR1 agonist cell count 20 µM 53.
